cytoskel mod – modifiers of cytoskeleton assembly; actives 0.18% (n = 91,000); AID 836; HUVEC TNFa F-actin phalloidin imaging, high content; inhibition, % at 2 µM;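 active = inhibition above the batch mean plus 3 SD and confirmed as a hit by visual image inspection, cut at about 30% in these data, passing the limit was not always enough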; also: strong numbers were not always called active
Rev-RRE block – inhibitors of HIV-1 Rev-RRE RNA interaction. actives 0.79% (n = 97,000). Rev peptide-RRE RNA binding, FRET. P05866. inhibition, % at 8 µM;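 active = inhibition above the screen-wide mean plus 3 SD, cut at about 35% in these data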;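 also: 0% = median DMSO wells and 100% = median Neomycin B control wells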
Target sequence (P05866 whole entry, looked up): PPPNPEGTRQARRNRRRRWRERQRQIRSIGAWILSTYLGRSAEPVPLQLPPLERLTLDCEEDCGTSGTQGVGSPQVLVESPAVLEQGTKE
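Assay system: labelled RRE RNA duplex and labelled Rev peptide / Medium: HEPES pH 7.5 salt buffer with EDTA / Reagent: labelled Rev peptide / Schedule: 5 + 15 min at 25 °C / Signal: FRET, excitation 480 nm, emission 540 nm donor and 671 nm acceptor / Benchmarks: DMSO and neomycin B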
PLK1 kinase inh – inhibitors of human PLK1 kinase; P53350; recombinant PLK1 kinase, TR-FRET peptide phosphorylation; inhibition, % at 10 µM; actives 0.53% (n = 97,000);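 active = inhibition of 50% or more in the single-concentration screen; inactive = inhibition below 50%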;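 also: 0% = DMSO max control and 100% = H-89 dihydrochloride min control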
PTK2B oligo ant – Pyk2 (human) oligomerization antagonism; z-score (the deposit names both 25 µM and 10 µM); actives 0.83% (n = 99,000); Q293 cells, Pyk2 FERM NanoBiT luminescence; active compounds read low; Q14289;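 active = Z-score of -3 or lower, scaled per plate to the spread of control and sample wells; inactive = z-score above -3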;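 also: negative z-score means lost luminescence so less FERM oligomerization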
LYP inh 2 – LYP (human) phosphatase inhibition. Q9Y2R2. recombinant LYP catalytic domain, DiFMUP fluorescence. inhibition, % at 2 µM. actives 0.21% (n = 96,000);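 active = inhibition at 2 µM at or above a set limit, the screen mean plus 3 SD, cut at about 24% in these data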;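 also: 0% = DMSO with enzyme and 100% = enzyme fully blocked by orthovanadate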
EphB4 ephrin blk – EphB4-ephrin-B2 interaction antagonism; P54760; EphB4 LBD / TNYL-RAW-Alexa532 peptide, fluorescence polarization; inhibition, % at 7 µM; actives 0.15% (n = 97,000);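 active = inhibition above the screen-wide mean inhibition plus 3 SD, cut at about 15% in these data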;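 also: 0% = DMSO wells and 100% = excess unlabeled TNYL-RAW peptide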
Target sequence (P54760 whole entry, looked up, the tested form may be a part): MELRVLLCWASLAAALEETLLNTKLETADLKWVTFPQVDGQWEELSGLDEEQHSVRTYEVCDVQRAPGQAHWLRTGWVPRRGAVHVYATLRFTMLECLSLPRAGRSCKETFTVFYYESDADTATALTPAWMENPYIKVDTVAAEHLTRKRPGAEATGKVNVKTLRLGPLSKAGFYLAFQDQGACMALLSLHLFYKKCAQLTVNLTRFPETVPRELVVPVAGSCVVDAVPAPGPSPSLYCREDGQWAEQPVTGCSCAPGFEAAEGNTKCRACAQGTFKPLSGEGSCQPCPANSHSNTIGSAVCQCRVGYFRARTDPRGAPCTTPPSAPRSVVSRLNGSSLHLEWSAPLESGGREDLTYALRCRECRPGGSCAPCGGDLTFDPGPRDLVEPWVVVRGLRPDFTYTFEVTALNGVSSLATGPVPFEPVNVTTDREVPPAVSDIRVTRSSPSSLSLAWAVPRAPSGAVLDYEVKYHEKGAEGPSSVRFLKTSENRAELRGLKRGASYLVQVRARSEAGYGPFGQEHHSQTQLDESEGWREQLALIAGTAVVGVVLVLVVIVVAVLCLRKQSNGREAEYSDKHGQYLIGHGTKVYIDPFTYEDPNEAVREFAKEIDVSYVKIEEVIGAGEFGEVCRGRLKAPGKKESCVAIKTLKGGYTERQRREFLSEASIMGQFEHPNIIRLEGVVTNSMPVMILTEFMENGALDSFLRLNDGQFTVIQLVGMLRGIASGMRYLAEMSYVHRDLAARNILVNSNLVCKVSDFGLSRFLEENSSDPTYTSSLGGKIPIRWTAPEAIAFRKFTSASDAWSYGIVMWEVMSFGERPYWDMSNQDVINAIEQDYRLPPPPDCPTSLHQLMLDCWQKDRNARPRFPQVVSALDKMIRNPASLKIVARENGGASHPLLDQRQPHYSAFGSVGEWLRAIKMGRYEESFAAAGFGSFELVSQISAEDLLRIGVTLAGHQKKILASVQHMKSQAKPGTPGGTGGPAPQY
FAK blocker – inhibitors of human focal adhesion kinase. Q05397. biochemical FAK kinase activity assay. inhibition, %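 (tested at 7 µM)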. actives 0.84% (n = 97,000). AID 727; in the data active = inhibition above about 19%;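 also: 0% = DMSO and 100% = reference compound high control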
Plk1 PBD FP – inhibitors of human Plk1 polo box domain binding; Plk1 PBD phosphopeptide binding, fluorescence polarization; inhibition, %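 (tested at about 20 µM)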; actives 0.13% (n = 97,000); in the data active = inhibition above about 34%, passing the limit was not always enough
LYP act – LYP (human) phosphatase activation | recombinant LYP, DiFMUP fluorescence; 0 = plate median, 100 = signal doubled | activation, % at 2 µM | actives 0.11% (n = 96,000) | AID 697;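 active = activation at 2 µM above a set limit, the mean plus 5 SD, cut at about 37% in these data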
An asterisk follows results filed as active; . = not tested or not shown.

SMILES | cytoskel mod | Rev-RRE block | PLK1 kinase inh | PTK2B oligo ant | LYP inh 2 | EphB4 ephrin blk | FAK blocker | Plk1 PBD FP | LYP act
CCOC(=O)C1=C(C)NC(SCC(N)=O)=C(C#N)C1c1ccncc1 (stereo not given) | -22 | 2 | -6 | 0.21 | 6 | -3 | -2 | -13 | -6
Cc1ccc(-c2cc3nc4c(c(=O)n3[nH]2)CCCC4)cc1 | 7 | 2 | -3 | 0.46 | -6 | -4 | -1 | 16 | 10
Cc1ccc(C)n1-c1ccc2c(c1)COC2=O | . | 2 | 5 | . | -3 | -5 | 1 | -1 | 1
CCc1nnc(NS(=O)(=O)c2ccc(NC(=O)OC)cc2)s1 | 10 | 2 | -13 | 0 | 1 | -2 | -2 | -8 | -1
CCC(=O)N1c2ccc(S(=O)(=O)CCC(=O)NCc3cccs3)cc2CC1C (stereo not given) | 6 | 5 | -6 | 0.45 | 8 | -4 | 0 | -1 | -5
O=C(c1cccc(-c2nnc(-c3ccccc3)o2)c1)N1CCCCCC1 | -8 | 9 | -15 | -0.53 | 0 | 12 | -2 | 4 | -1
COc1ccc(/C=N/n2cnnc2)cc1COc1ccccn1 | . | 6 | -8 | 0.78 | 3 | -4 | -3 | -15 | -5
CCOC(=O)C1=C(Cc2ccc(Cl)cc2)C(=O)c2ccccc2C1=O | . | -149 | -24 | -0.9 | -2 | -5 | 0 | 3 | 4
CCOC(=O)c1cc2cc3ccccc3cc2[nH]1 | -1 | 4 | -4 | -1.4 | 2 | 5 | 2 | 8 | 0
CC(C)c1ccc(NC(=O)CSc2nnc(-c3ccccn3)n2C)cc1 | -24 | 8 | -2 | -0.58 | 13 | 2 | 8 | -3 | -14
CC(C(=O)NCc1ccccc1)N(CCN1CCOCC1)C(=O)c1snc(C(N)=O)c1N (stereo not given) | 37 | 2 | -5 | . | -4 | 13 | -1 | 21 | 1
O=C(NC1CCCCC1)C(c1ccco1)N(Cc1ccco1)C(=O)c1ccco1 (stereo not given) | 36 | 7 | -3 | -0.25 | -9 | 4 | -4 | -10 | 7
O=C(CSc1nccn1-c1ccc(F)cc1)NCc1ccc2c(c1)OCO2 | 34 | -3 | -3 | 0.24 | 0 | -4 | -3 | -7 | -3
Cc1nc(SCC(=O)N2CC(C)OC(C)C2)nc(C)c1C (stereo not given) | 4 | 1 | -7 | 2.3 | 2 | -5 | -1 | 13 | 1
C/C=C(/C)C(=O)OC1c2c(ccc3ccc(=O)oc23)OC(C)(C)C1OC(C)=O (stereo not given) | -21 | -1 | -6 | 0.2 | 6 | 9 | 2 | -9 | 0
N#Cc1cc2c(=O)n3ccccc3nc2n(Cc2cccnc2)c1=N | 0 | 15 | 0 | . | -3 | 0 | 2 | -13 | 5
COCCNC(=O)C(c1cccs1)N(C(=O)Cn1nnc2ccccc21)c1ccccc1 (stereo not given) | -1 | 6 | -13 | 1.1 | -6 | 1 | -2 | -12 | 4
Cc1cc(NC(=O)C2CC(=O)OC2c2ccccc2)no1 (stereo not given) | 1 | 4 | 1 | 2.6 | 4 | 2 | 1 | -18 | -6
COc1ccc(OC2C(=O)N(Cc3ccc(F)cc3)C2c2ccc(OC)c(OC)c2)cc1 (stereo not given) | 14 | 5 | -1 | -0.92 | 8 | -7 | -9 | -17 | -5
COc1ccc(C)cc1NC(=O)c1ccc2c(c1)OCO2 | -6 | 3 | -14 | -0.38 | 10 | -11 | -2 | -7 | -9
CCn1c(=O)cc(OCC(=O)NCCCN2CCN(c3cccc(Cl)c3)CC2)c2ccccc21 | . | -5 | -1 | -0.27 | -2 | -1 | -3 | 20 | 1
Cc1ccc(S(=O)(=O)[N-]c2nc3ccccc3nc2-n2cc[n+](CCC(C)C)c2)cc1 | 8 | 10 | -5 | 0.6 | 6 | 1 | -1 | 10 | -3
N#CC(=C1CCCC1)c1nc(-c2cc3ccccc3oc2=O)cs1 | 29 | 7 | 3 | 0.51 | 0 | 0 | 3 | -9 | -2
COc1ccc(NC(=O)Cn2cccc2)cc1Cl | -16 | 7 | -7 | 0.62 | 0 | 3 | 10 | -11 | -2
COc1ccccc1N1CCN(C(c2ccc(N(C)C)cc2)c2nnnn2CCc2ccccc2)CC1 (stereo not given) | -26 | 7 | -6 | -0.54 | -3 | 2 | 0 | -19 | 3
CSCCC(NS(=O)(=O)c1ccc2c(c1)oc(=O)n2C)C(=O)NC1CCCc2ccccc21 (stereo not given) | 8 | 3 | -18 | . | 6 | 0 | 3 | 1 | -9
CCc1nc(C)cn1S(=O)(=O)c1ccc(Cl)c(Cl)c1Cl | -24 | 6 | -18 | 0.8 | -10 | -4 | 4 | -1 | 8
COC(=O)c1cccc(NC(=O)C(C)N2C(=O)c3ccccc3C2=O)c1 (stereo not given) | -26 | 6 | 13 | 1.3 | 0 | -2 | 1 | 7 | -3
N#Cc1c(NC(=O)CSc2nc3c(c(C(F)(F)F)n2)CCc2ccccc2-3)sc2c1CCCC2 | 52 | 10 | -14 | -0.31 | 16 | -1 | 1 | -6 | -13
COc1cccc(CNS(=O)(=O)/C=C/c2ccc3c(c2)OCO3)c1 | . | 0 | -2 | 1.6 | . | 0 | 1 | 16 | .
CCOC(=O)c1sc(NC(=O)c2cccc(S(=O)(=O)N(CC)CC)c2)cc1C | -29 | 3 | -14 | -0.73 | 7 | -2 | -1 | -9 | -9
COc1ccc(NC(=O)C(CCS(C)(=O)=O)N2C(=O)c3ccccc3C2=O)cc1 (stereo not given) | -3 | 9 | -16 | 0.28 | 1 | 3 | -3 | -4 | 2
CCCC(c1nnnn1CCOC)N(Cc1cc2cc(C)c(C)cc2[nH]c1=O)CC1CCCO1 (stereo not given) | 5 | 6 | -3 | 1.1 | -5 | 3 | 0 | 1 | 10
O=C(c1ccco1)N1CCN(C(c2cccs2)c2nnnn2C2CCCCC2)CC1 (stereo not given) | 8 | 1 | -6 | -0.89 | 4 | 0 | 0 | -4 | -6
Cc1cccc(Cn2c(C(=O)OC(C)C)cc3c2ccn3C)c1 | 3 | -1 | -3 | -0.63 | -9 | 0 | 0 | -5 | 10
CCOC(=O)C1=C(CSc2nc(-c3ccccc3)ccc2C#N)OC(N)=C(C#N)C1c1cccnc1 (stereo not given) | 6 | 37* | -10 | -1.4 | -28 | 5 | 0 | -31 | 27
O=c1[nH]c(Nc2ccccc2)cc2ccccc12 | 12 | 61* | -8 | 0.41 | 3 | 0 | 38* | 9 | -5
COc1ccc(-c2ccc(SCC(=O)N3c4ccccc4CC3C)nn2)cc1OC (stereo not given) | 8 | -2 | 1 | -3.2* | 2 | -2 | 1 | -25 | -4
CN(C)c1oc(-c2ccccc2Cl)nc1P(=O)(c1ccccc1)c1ccccc1 | 1 | 2 | -14 | -1.8 | 0 | -2 | 5 | 7 | 2
Cc1cc(NC(=O)CSc2nnc(-c3c[nH]c4ccccc34)n2-c2ccc(Cl)cc2)no1 | 26 | -3 | -7 | 1.2 | -7 | 5 | 0 | 1 | 8
CS(=O)(=O)N(CC(=O)N1CCN(c2cccc(Cl)c2)CC1)c1ccccc1 | . | -3 | -6 | -0.51 | 3 | -1 | -1 | 4 | -8
CC1NC(=O)NC1CCCCCC(=O)NCCc1ccccc1 (stereo not given) | 9 | 1 | -20 | 0.3 | 0 | 0 | 0 | 10 | -4
Cc1oc(/N=C/c2ccc(Cl)cc2)c(C#N)c1C | -30 | 13 | 4 | 0.52 | -3 | 0 | -1 | 21 | 1
CCOC(=O)c1cccc(NC(=O)CCn2nnc3ccccc32)c1 | -10 | 0 | -11 | 1 | -4 | -4 | 0 | 6 | 2
Clc1ccccc1C1SCC2Nc3ccccc3CN21 (stereo not given) | . | -2 | -2 | 0.62 | -4 | 1 | 4 | -46 | 3
Cn1c(=O)[nH]c(=O)c2c1nc(SCCN1CCCCC1)n2Cc1ccccc1 | 13 | 9 | -10 | 1.2 | -5 | -2 | 1 | 6 | 3
O=C(CCC(=O)c1cccs1)NCc1ccc(F)cc1 | 9 | 6 | -11 | 1.7 | 2 | -3 | -1 | -4 | -2
CC1COC(c2cccn2Cc2ccccc2Cl)=N1 (stereo not given) | 21 | 5 | -6 | 1.9 | -1 | -3 | 2 | -11 | -2
O=C(COc1ccc(Cl)cc1)NCc1nnc(SCC(=O)NCc2ccc3c(c2)OCO3)o1 | 11 | 4 | 2 | 0.95 | -4 | -2 | 1 | 35 | 1
Cn1c(=O)[nH]c(=O)c2c1nc(N1CCCCC1)n2CCCSc1nc2ccccc2s1 | 0 | 3 | -11 | -1.6 | 0 | 0 | 2 | -2 | -1

An excerpt of these results, field by field:
SMILES: O=C(CCC(=O)c1cccs1)NCc1ccc(F)cc1
  cytoskel mod = 9; Rev-RRE block = 6; PLK1 kinase inh = -11; PTK2B oligo ant = 1.7; LYP inh 2 = 2; EphB4 ephrin blk = -3; FAK blocker = -1; Plk1 PBD FP = -4; LYP act = -2

SMILES: CC1COC(c2cccn2Cc2ccccc2Cl)=N1 (stereo not given)
  cytoskel mod = 21; Rev-RRE block = 5; PLK1 kinase inh = -6; PTK2B oligo ant = 1.9; LYP inh 2 = -1; EphB4 ephrin blk = -3; FAK blocker = 2; Plk1 PBD FP = -11; LYP act = -2

SMILES: Cn1c(=O)[nH]c(=O)c2c1nc(SCCN1CCCCC1)n2Cc1ccccc1
  cytoskel mod = 13; Rev-RRE block = 9; PLK1 kinase inh = -10; PTK2B oligo ant = 1.2; LYP inh 2 = -5; EphB4 ephrin blk = -2; FAK blocker = 1; Plk1 PBD FP = 6; LYP act = 3

SMILES: O=C(COc1ccc(Cl)cc1)NCc1nnc(SCC(=O)NCc2ccc3c(c2)OCO3)o1
  cytoskel mod = 11; Rev-RRE block = 4; PLK1 kinase inh = 2; PTK2B oligo ant = 0.95; LYP inh 2 = -4; EphB4 ephrin blk = -2; FAK blocker = 1; Plk1 PBD FP = 35; LYP act = 1

Further entries follow.
SMILES | cytoskel mod | Rev-RRE block | PLK1 kinase inh | PTK2B oligo ant | LYP inh 2 | EphB4 ephrin blk | FAK blocker | Plk1 PBD FP | LYP act
Cc1ccc(C(=O)Nc2cccc(Oc3ccccc3)c2)o1 | 0 | 3 | -34 | -0.33 | 0 | 3 | -1 | 6 | 1
Cc1cc(=O)[nH]c(=S)n1-c1ccccc1 | 14 | 9 | -5 | 0.84 | 0 | 2 | -1 | 5 | 1
c1ccc(-n2ncc3c2ncn2nc(-c4ccco4)nc32)cc1 | 35 | 18 | -5 | 1.2 | 1 | 1 | -4 | 0 | -3
Cc1sc2ncnc(Nc3ccccc3)c2c1C | -10 | 3 | 9 | 0.86 | -2 | -4 | 4 | -20 | -1
Cc1cc(N2CCN(C)CC2)nc2ccc(NC(=O)c3cccnc3Cl)cc12 | . | 15 | -1 | -0.08 | 12 | -3 | 7 | 22 | -12
Brc1ccccc1-c1nnc(-c2cccnc2)o1 | -14 | 4 | -1 | -0.3 | 12 | -6 | 2 | 8 | -16
COc1ccc(-c2onc3ccc(Cl)cc23)cc1OC | -8 | 2 | -4 | . | -3 | 1 | 12 | -7 | 0
O=C1C(Cc2ccccc2)S/C(=N/N=C/c2ccco2)N1c1ccccc1 (stereo not given) | -15 | -5 | -9 | -0.3 | 7 | 4 | -2 | -14 | -4
Cc1nn(C)c(C)c1CN(C)C(=O)C1c2ccccc2Oc2ccccc21 | -6 | 4 | 6 | 0.5 | 6 | 5 | 4 | -19 | -6
CCOc1ccc(-c2nnn(CC(=O)NCc3ccc(OC)cc3)n2)cc1OCC | 25 | 9 | -12 | 0.23 | -5 | 1 | 4 | -8 | 3
COc1ccc2c(c1)C1(Nc3ccccc3-c3nc4ccccc4n31)C(=O)N2C (stereo not given) | 14 | 0 | -6 | -3.1* | 3 | 0 | 1 | -11 | -1
Cn1nc(C(F)(F)F)c(C#N)c1N1CCN(c2cccc(C(F)(F)F)c2)CC1 | -6 | 10 | -3 | 0.96 | -6 | -2 | -1 | -1 | 3
Cc1cc(C(=O)OCC(=O)c2ccc3c(c2)NC(=O)CO3)c2ccccc2n1 | 8 | 4 | -1 | 0.16 | 9 | 0 | 6 | -25 | -7

Compound activity: PubChem BioAssay, several laboratories
